RmlCD inh 1536: M. tuberculosis RmlC/RmlD coupled enzyme inhibitors, primary screen, biochemical, compound mixtures, 384-well, from 1536-well plates | AID 1533, 2009 | RmlC+RmlD coupled enzyme assay, percent inhibition; primary screen in compound mixtures | actives 0.03% (n = 160,000) | inhibition, % at 3.6 µM; in the data active = inhibition mostly above about 34%, no sharp cut-off; also: some results filed as inactive read as strong as hits
Target sequence (P9WH09 whole entry, looked up): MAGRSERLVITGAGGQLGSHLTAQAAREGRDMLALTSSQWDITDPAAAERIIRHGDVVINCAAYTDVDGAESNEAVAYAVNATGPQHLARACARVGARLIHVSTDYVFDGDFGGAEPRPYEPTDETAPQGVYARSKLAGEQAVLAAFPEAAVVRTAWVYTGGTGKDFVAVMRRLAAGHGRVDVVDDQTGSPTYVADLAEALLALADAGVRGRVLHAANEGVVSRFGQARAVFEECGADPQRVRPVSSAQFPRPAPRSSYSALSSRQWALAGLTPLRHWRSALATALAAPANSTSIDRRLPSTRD
Target sequence (P9WH11 whole entry, looked up): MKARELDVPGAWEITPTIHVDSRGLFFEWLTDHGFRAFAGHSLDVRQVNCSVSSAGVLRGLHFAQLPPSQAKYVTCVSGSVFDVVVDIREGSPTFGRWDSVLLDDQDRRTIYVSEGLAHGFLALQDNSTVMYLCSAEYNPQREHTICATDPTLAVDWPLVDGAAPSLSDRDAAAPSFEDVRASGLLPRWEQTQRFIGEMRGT
M. tuberculosis GlmU: inhibition of mycobacterial GlmU enzyme – biochemical, glucosamine-1-phosphate acetyltransferase (AID 1376) | Bifunctional protein GlmU (Mycobacterium tuberculosis (strain ATCC 25618 / H37Rv)) | M. tuberculosis GlmU acetyltransferase enzyme assay; higher % means a stronger effect | inhibition, %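 (tested at 30 µM in the primary screen)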; hits with a dose series show IC50 in µM | actives 0.25% (n = 220,000); in the data active = inhibition above about 13%;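 also: 0% = complete reaction with vehicle and 100% = reaction without substrate; strong numbers were not always called active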
* = called active by the depositor.

`CCOc1cc(/C=N/N=C2/NC(=O)C(CC(=O)O)S2)ccc1OCc1ccc(Cl)cc1Cl` (stereo not drawn) gave RmlCD inh 1536 -12 and M. tuberculosis GlmU 2.5%.
For Fc1ccccc1NC(=S)N1CCCCC1 the results were RmlCD inh 1536 -13 and M. tuberculosis GlmU 9.0%.
`CC(=O)/C(C#N)=C1\NC(=O)C(Cc2ccc(F)cc2)S1` (stereo not drawn) gave RmlCD inh 1536 9 and M. tuberculosis GlmU -1.4%.
O=C(CSc1nc(-c2ccc(Cl)cc2)[nH]c(=O)n1)Nc1cccc(Cl)c1 was read as RmlCD inh 1536 -12 and M. tuberculosis GlmU 2.1%.
For COc1ccc(NC(=O)CSc2nnc(CNc3ccc(C)cc3)n2C)cc1 the results were RmlCD inh 1536 -1 and M. tuberculosis GlmU 0.2%.
Screening CC(=O)N1CCC(N(C(=O)Nc2ccc(C)c(C)c2)C2CCCC2)CC1 returned RmlCD inh 1536 4 and M. tuberculosis GlmU -0.9%.
For COC(=O)C1CCN(C(=O)/C=C/c2ccccc2)CC1 the results were RmlCD inh 1536 -11 and M. tuberculosis GlmU 2.6%.
Cc1ccccc1/C=N/Nc1ccnc2cc(Cl)ccc12 was read as RmlCD inh 1536 -11 and M. tuberculosis GlmU -4.9%.
For CC(C)(C)Nc1nc(Cl)nc(NC(C)(C)C)n1 the results were M. tuberculosis GlmU -0.6%.
`CC1(C)CC2(CC(c3ccc(F)cc3)c3ccc(O)cc3O2)NC(=S)N1` (stereo not drawn) gave RmlCD inh 1536 3 and M. tuberculosis GlmU 11%.
For O=C(Nc1cnc2ccccc2c1)c1ccco1 the results were M. tuberculosis GlmU -0.2%.
Cc1ccc(-c2nnc(N3CCN(S(C)(=O)=O)CC3)c3ccccc23)cc1 was read as RmlCD inh 1536 -8 and M. tuberculosis GlmU 4.5%.
`COc1ccccc1NC(=O)C(=O)NNC(=O)c1ccco1` gave RmlCD inh 1536 11 and M. tuberculosis GlmU -4.7%.
Screening COc1cccc(CNC(=O)CSc2ccc(-c3ccncc3)nn2)c1 returned RmlCD inh 1536 11 and M. tuberculosis GlmU -7.3%.
O=C(CCN1C(=O)C2C3C=CC(C3)C2C1=O)NCc1cccnc1 (stereo not drawn) was read as RmlCD inh 1536 11 and M. tuberculosis GlmU -2.1%.
Screening COc1ccc(CN(CC2CCC(C(=O)O)CC2)C(=S)Nc2cc(Cl)ccc2OC)cc1 (stereo not drawn) returned M. tuberculosis GlmU 4.3%.
For O=C(/C=C/c1ccccc1)Oc1ccccc1C(=S)N1CCOCC1 the results were RmlCD inh 1536 8 and M. tuberculosis GlmU 1.9%.
`Cc1cccc2sc(N(CCCN(C)C)C(=O)c3nc4ccccc4s3)nc12` gave RmlCD inh 1536 6 and M. tuberculosis GlmU -4.8%.
`Cc1ccc2cc(CN(CC3CCCO3)C(=O)Nc3ccccc3F)c3nnnn3c2c1` (stereo not drawn) gave RmlCD inh 1536 -16 and M. tuberculosis GlmU 3.1%.
`O=C(O)c1ccccc1C(=O)N1CCN(C(=O)c2ccccc2Cl)CC1` gave RmlCD inh 1536 -11 and M. tuberculosis GlmU 2.0%.
`CN(C)c1nc(-c2ccccn2)nnc1-c1ccccc1` gave RmlCD inh 1536 6 and M. tuberculosis GlmU 0.8%.
For COC(=O)CSc1cc([N+](=O)[O-])ccc1NC(=O)OC the results were RmlCD inh 1536 17 and M. tuberculosis GlmU 5.8%.
For O=c1c2ccccc2nc(SCc2ccc(F)cc2Cl)n1CCCN1CCOCC1 the results were RmlCD inh 1536 1 and M. tuberculosis GlmU -5.9%.
For CSc1ccccc1OC1CCN(Cc2ccccc2)CC1 the results were RmlCD inh 1536 -6 and M. tuberculosis GlmU 5.3%.
Screening COc1ccccc1C1=NOC(Cn2c(NCC3CCCO3)nc3c2c(=O)n(C)c(=O)n3C)C1 (stereo not drawn) returned M. tuberculosis GlmU -2.6%.
`C=CCc1cc(C)ccc1OCCOCCC(C(=O)OCC)C(=O)OCC` gave RmlCD inh 1536 -22 and M. tuberculosis GlmU 3.4%.
Screening CCNC(=O)CSc1ncnc2sccc12 returned M. tuberculosis GlmU -0.1%.
C=CCn1c(COc2ccc(F)cc2)nnc1SCC(=O)N1CC(=O)Nc2ccccc21 was read as RmlCD inh 1536 4 and M. tuberculosis GlmU 5.5%.
CCC(O)C1CCN(C(=O)c2cc(COc3ccc4ncccc4c3)on2)CC1 (stereo not drawn) was read as RmlCD inh 1536 -3 and M. tuberculosis GlmU -0.1%.
For O=c1[nH]c2ccc(NS(=O)(=O)c3ccc4ccccc4c3)cc2[nH]1 the results were RmlCD inh 1536 9 and M. tuberculosis GlmU -2.4%.
Screening O=C1COc2ccc(C(=O)NCc3ccco3)cc2N1 returned M. tuberculosis GlmU 1.0%.
Cc1ccc(NC(=O)CCSc2nnnn2-c2ccc3c(c2)OCO3)cc1C was read as RmlCD inh 1536 -8 and M. tuberculosis GlmU 1.2%.
For O=C(c1ccc(Cl)cc1)N1CCC(O)(CSc2ccc(Cl)cc2)CC1 the results were M. tuberculosis GlmU 1.1%.
`CSc1c(C#N)c(N)nc2sc(C(=O)c3ccc(Cl)c(Cl)c3)c(N)c12` gave RmlCD inh 1536 -7 and M. tuberculosis GlmU 4.8%.
For CCOC(=O)N1CCN(C(=O)CSCc2ccc(Cl)cc2)CC1 the results were M. tuberculosis GlmU 0.7%.
For CC(C)OC(=O)CN1CCN(c2ccc(Cl)cc2)CC1 the results were RmlCD inh 1536 -14 and M. tuberculosis GlmU -2.1%.
OCCCCNCc1ccc(OCc2ccccc2)cc1 was read as RmlCD inh 1536 12 and M. tuberculosis GlmU -7.7%.
Screening O=C(O)c1csc(-c2ccc(Cl)cc2)n1 returned RmlCD inh 1536 -8 and M. tuberculosis GlmU 1.8%.
Screening COC(=O)c1ccc(NC(=O)Cn2nnc(-c3cccs3)n2)cc1 returned RmlCD inh 1536 1 and M. tuberculosis GlmU -3.9%.
COc1ccc(/C=C2\C(=O)NC(=S)N(C)C2=O)cc1C was read as M. tuberculosis GlmU 3.1%.

A draw from above in order of SMILES length, smallest number first:
Screening CCNC(=O)CSc1ncnc2sccc12 returned M. tuberculosis GlmU -0.1%.
OCCCCNCc1ccc(OCc2ccccc2)cc1 was read as RmlCD inh 1536 12 and M. tuberculosis GlmU -7.7%.
Screening O=C(O)c1csc(-c2ccc(Cl)cc2)n1 returned RmlCD inh 1536 -8 and M. tuberculosis GlmU 1.8%.
Screening O=C1COc2ccc(C(=O)NCc3ccco3)cc2N1 returned M. tuberculosis GlmU 1.0%.
For CC(C)OC(=O)CN1CCN(c2ccc(Cl)cc2)CC1 the results were RmlCD inh 1536 -14 and M. tuberculosis GlmU -2.1%.
COc1ccc(/C=C2\C(=O)NC(=S)N(C)C2=O)cc1C was read as M. tuberculosis GlmU 3.1%.
Screening COC(=O)c1ccc(NC(=O)Cn2nnc(-c3cccs3)n2)cc1 returned RmlCD inh 1536 1 and M. tuberculosis GlmU -3.9%.
Cc1ccc(NC(=O)CCSc2nnnn2-c2ccc3c(c2)OCO3)cc1C was read as RmlCD inh 1536 -8 and M. tuberculosis GlmU 1.2%.
CCC(O)C1CCN(C(=O)c2cc(COc3ccc4ncccc4c3)on2)CC1 (stereo not drawn) was read as RmlCD inh 1536 -3 and M. tuberculosis GlmU -0.1%.
`CSc1c(C#N)c(N)nc2sc(C(=O)c3ccc(Cl)c(Cl)c3)c(N)c12` gave RmlCD inh 1536 -7 and M. tuberculosis GlmU 4.8%.
C=CCn1c(COc2ccc(F)cc2)nnc1SCC(=O)N1CC(=O)Nc2ccccc21 was read as RmlCD inh 1536 4 and M. tuberculosis GlmU 5.5%.

New compounds follow:
CCn1ncc(CNC(=O)C2(C)CC2(Cl)Cl)c1C (stereo not drawn) was read as M. tuberculosis GlmU 6.2%.
For CC(C)(O)[C@H](O)COc1c2ccoc2cc2oc(=O)ccc12 the results were M. tuberculosis GlmU 0.8%.
Screening O=C(c1ccc(S(=O)(=O)N2CCCCC2)cc1)c1nnc(-c2ccc(Cl)cc2)o1 returned RmlCD inh 1536 7 and M. tuberculosis GlmU 0.3%.
For O=C1CN=C(Nc2ccc(Cl)cc2)N1c1ccccc1 the results were M. tuberculosis GlmU 1.0%.
For Cc1c(C(=O)N2CCN(c3ccccc3F)CC2)sc2nc(-c3ccccc3)cn12 the results were M. tuberculosis GlmU 7.0%.
Screening COc1ccc(CC(=O)Nc2nn(C)c3nc4c(C)cccc4cc23)cc1 returned RmlCD inh 1536 -2 and M. tuberculosis GlmU 0.3%.
Screening Cc1cc(=O)n(CCO)c(O)c1C#N returned RmlCD inh 1536 6 and M. tuberculosis GlmU -3.2%.
For CC(C)C(OC(=O)c1ccco1)C(=O)NCc1ccccc1 (stereo not drawn) the results were M. tuberculosis GlmU -1.8%.
Screening CCOC(=O)c1c(C)[nH]c(C)c1C(=O)CSc1nnc(N)s1 returned RmlCD inh 1536 7 and M. tuberculosis GlmU -4.4%.
Screening Cc1cc(C)n2c(SCC(=O)Nc3ncc(C(F)(F)F)cc3Cl)nnc2n1 returned RmlCD inh 1536 -5 and M. tuberculosis GlmU 2.5%.
For Cc1ccc(NC(=O)N[C@@H](CC(C)C)C(=O)O)c(C)c1 the results were RmlCD inh 1536 9 and M. tuberculosis GlmU -1.2%.
Cc1cccn2c(NCC3CCCO3)c(C(C)C)nc12 (stereo not drawn) was read as M. tuberculosis GlmU 0.4%.
For CC(Sc1nncn1C)C(=O)Nc1ccc(S(N)(=O)=O)cc1 (stereo not drawn) the results were RmlCD inh 1536 3 and M. tuberculosis GlmU 5.2%.
COc1ccc(-[n+]2c(C)cc(/C=C3\Sc4ccccc4N3C)cc2C)cc1 was read as RmlCD inh 1536 -10 and M. tuberculosis GlmU 0.2%.
Screening CC1(C)CC(=O)c2cc(OCC(=O)N3CCN(c4ccccc4F)CC3)ccc2O1 returned RmlCD inh 1536 3 and M. tuberculosis GlmU -1.4%.
Cc1ccc(NC(=S)NC2CCCC2)cc1 was read as M. tuberculosis GlmU 1.7%.
For Cc1ccc(N2CC(C(=O)NCC3CCCO3)CC2=O)cc1Cl (stereo not drawn) the results were M. tuberculosis GlmU 1.5%.
`N=C(N)SCc1ccccc1Cl` gave RmlCD inh 1536 -11 and M. tuberculosis GlmU -3.3%.
For CC(=O)Nc1ccc2c(CSc3nncs3)cc(=O)oc2c1 the results were RmlCD inh 1536 0 and M. tuberculosis GlmU -0.3%.
Screening CNc1nc(C)cc(C)c1S(=O)(=O)c1ccc(C)cc1 returned RmlCD inh 1536 -7 and M. tuberculosis GlmU 3.6%.
`CC1CCN(c2ncnc3c2cnn3Cc2ccc(Cl)cc2)CC1` gave RmlCD inh 1536 0 and M. tuberculosis GlmU 0.7%.
Screening CC1CCc2c(C(=O)Nc3ccccn3)csc2C1 (stereo not drawn) returned M. tuberculosis GlmU -1.9%.
`CC(=O)Nc1ccc(SCC(=O)O)cc1` gave M. tuberculosis GlmU 0.3%.
For COCCCn1c(SCC(=O)Nc2nnc(C)s2)nnc1-c1ccoc1C the results were RmlCD inh 1536 15 and M. tuberculosis GlmU -1.5%.
COc1ccccc1N1C(=O)CC(N(O)c2ccccc2)C1=O (stereo not drawn) was read as RmlCD inh 1536 23 and M. tuberculosis GlmU -5.6%.
`COc1ccc(-c2nc3ccccc3c(=O)n2N)cc1` gave RmlCD inh 1536 10 and M. tuberculosis GlmU 2.7%.
`O=C(CSc1nc2ccccc2o1)N/N=C/c1ccc(C(=O)O)cc1` gave RmlCD inh 1536 -11 and M. tuberculosis GlmU -7.6%.
`CCN(CC)c1nc(N)c(C#N)c(CC#N)c1C#N` gave M. tuberculosis GlmU 2.7%.
`CCN(Cc1cnn(C)c1)Cc1nc(Cc2ccccc2Cl)no1` gave RmlCD inh 1536 7 and M. tuberculosis GlmU 6.0%.
COc1ccc(C(=O)Oc2cc(/C=N/NS(=O)(=O)c3ccc(C)cc3)ccc2OC)cc1 was read as RmlCD inh 1536 -10.
For C=CCOc1ccc2nnc(C)n2n1 the results were RmlCD inh 1536 -9 and M. tuberculosis GlmU -1.2%.
Cc1ccc(Cl)cc1NC(=O)COC(=O)c1ccccc1O was read as M. tuberculosis GlmU -6.0%.
For CCCC(=O)Nc1nnc(-c2ccc(Cl)s2)o1 the results were RmlCD inh 1536 -4 and M. tuberculosis GlmU -1.4%.
Screening O=c1c2ccccc2ncn1CCCSc1ccccc1 returned RmlCD inh 1536 1 and M. tuberculosis GlmU -1.3%.
COc1ccc(-c2c3c(nc4sc(C(=O)Nc5cc(C)on5)c(N)c24)CCC3)cc1 was read as RmlCD inh 1536 21 and M. tuberculosis GlmU -0.9%.
COc1ccccc1CNC(=O)C(C)NS(=O)(=O)c1ccc(C)cc1 (stereo not drawn) was read as RmlCD inh 1536 6 and M. tuberculosis GlmU -0.2%.
CCN(CC)CCn1c(N)nc2ccccc21 was read as RmlCD inh 1536 15 and M. tuberculosis GlmU 2.2%.
COc1ccccc1Cn1nnc2c(=O)[nH]c(C3CCN(C(=O)c4ccccc4Cl)CC3)nc21 was read as RmlCD inh 1536 -6 and M. tuberculosis GlmU -1.4%.
For CCC/C(=N\O)c1c[nH]c2ccccc12 the results were RmlCD inh 1536 88 and M. tuberculosis GlmU 4.0%.
For COc1ccc(CN2CCNC(=O)C2CC(=O)N(C)Cc2nccn2C)cc1OC (stereo not drawn) the results were M. tuberculosis GlmU -3.9%.
Screening COc1cccc(C2=Nn3c(nnc3-c3ccccc3O)SC2)c1 returned RmlCD inh 1536 4 and M. tuberculosis GlmU 8.4%.
C=CC1=C2C=C(C3CC3)N(CCCN(CC)CC)C=C2C(=O)C(C)(OC(=O)c2ccco2)C1=O (stereo not drawn) was read as M. tuberculosis GlmU -2.3%.
`NC(=NC1CCCCC1)c1ccc(Cl)cc1` gave RmlCD inh 1536 2 and M. tuberculosis GlmU -3.1%.

High-throughput results: PubChem BioAssay, several laboratories

Some of the compounds tested, so the mix of outcomes need not match the whole.
